# TbPYK inhibitor: T. brucei pyruvate kinase inhibition; Q57TT1; TbPYK enzyme, Kinase-Glo Plus ATP luminescence, 45 min; Potency, µM (series often up to 76.8 µM), inactives show at the top dose activity, negative = inhibition, hits mostly inhibitors; hit rate 0.12% among 410,000; AID 624173; also: potency is read from the fitted curve at half-maximal effect; nearly all actives have a fitted effect of over 50% in size
#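 Screened from lowest to highest concentration, compounds were pinned into TbPYK/substrate mixtures, and ADP (130 uM final) was added. Plates sat at room temperature for 45 min prior to Kinase-Glo Plus detection by luminescence.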
# HCMV inh: blocks human cytomegalovirus replication; HFF cells, HCMV-luciferase reporter, 72 h; hits give low values; activity change, negative = inhibition, % at 57.5 µM; hit rate 4.5% among 410,000; AID 1259415; in the data active = activity change below about -60%; inconclusive = no clear call, values can overlap the other calls; inactive = above about -39%
#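 Inhibition of viral replication was scored as loss of reporter luminescence in HFFs infected with HCMV-luciferase (MOI 1 PFU/cell) for 72 h; compounds tested at 2 doses, normalized to buffer and Salinomycin controls.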
# AMA1-RON2 inh: disrupts binding of P. falciparum AMA1 to RON2; AlphaScreen AMA1-biotinylated RON2 peptide binding; Potency, µM (highest dose often 58.2 µM), for inactives: at the top dose activity change, negative = inhibition, most hits filed as inhibitors; hit rate 0.2% among 360,000;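 also: potency is read from the fitted curve at half-maximal effect; 0% = vehicle wells and -100% = peptide control; nearly all actives have a fitted effect of over 45% in size; some results filed as inactive show a strong effect at the top dose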
#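 AMA1 (3D7) with his tag at 25 nM final met compounds first, then biotinylated RON2 peptide at 25 nM; detection used donor plus acceptor beads, 10 µg/mL apiece, read by AlphaScreen after 30 min at room temperature.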
# AmpC detergent: AmpC beta-lactamase inhibition with detergent present. P00811. AmpC hydrolysis of nitrocefin, absorbance 480 nm, 0.01% Triton. Potency, µM (top dose mostly 114 µM), for the others: top-dose activity change, negative = inhibition, hits mostly inhibitors. hit rate 0.041% among 370,000;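 also: potency is read from the fitted curve at half-maximal effect; 0% = no-compound wells and -100% = no-enzyme wells; nearly all actives have a fitted effect of over 25% in size; some results filed as inactive show a strong effect at the top dose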
# Target sequence (P00811 whole entry, looked up): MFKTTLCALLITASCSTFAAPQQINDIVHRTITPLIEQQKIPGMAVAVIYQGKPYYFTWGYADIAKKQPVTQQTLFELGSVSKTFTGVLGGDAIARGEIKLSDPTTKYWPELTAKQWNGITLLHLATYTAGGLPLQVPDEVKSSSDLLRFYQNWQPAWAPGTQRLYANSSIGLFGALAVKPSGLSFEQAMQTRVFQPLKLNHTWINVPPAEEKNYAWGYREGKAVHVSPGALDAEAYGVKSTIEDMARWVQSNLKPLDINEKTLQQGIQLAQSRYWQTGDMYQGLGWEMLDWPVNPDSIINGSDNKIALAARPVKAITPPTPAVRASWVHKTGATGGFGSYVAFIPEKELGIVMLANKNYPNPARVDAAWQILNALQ
#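 20 mM phosphate pH 7.0 + 0.01% (detergent screen) or 0.0001% Triton X-100; 5.3 nM AmpC reagent; cpd preinc 15 min RT; nitrocefin (800 uM stock) to start; A480 q20 s × 4 min; Activity was normalised to no-enzyme and no-compound control wells.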
# Sm TGR block: S. mansoni TGR enzyme inhibition; Q962Y6; purified TGR, DTNB reduction, TNB absorbance 405 nm; Potency, µM (series often up to 114 µM), without a hit: top-dose activity change, negative = inhibition, actives largely listed as inhibitors; hit rate 3% among 360,000; AID 485364; also: potency is read from the fitted curve at half-maximal effect; nearly all actives have a fitted effect of over 60% in size
#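 TGR 20 nM + NADPH 100 uM (dispensed conc.), cpd preinc 15 min RT; start with NADPH (500 uM addition) then DTNB (15 mM addition). Kinetic TNB absorbance, 405 nm filter. Four-parameter Hill fit across titration.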
# AmpC no deterg: AmpC beta-lactamase inhibition without detergent | AmpC nitrocefin hydrolysis, absorbance 480 nm, 0.0001% Triton | AID 485341 | P00811 | hit rate 0.52% among 330,000 | Potency, µM (top dose mostly 57.1 µM), for the others: top-dose activity change, negative = inhibition, most hits filed as inhibitors;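 also: potency is read from the fitted curve at half-maximal effect; plate controls were no compound for no effect and no enzyme for full effect; nearly all actives have a fitted effect of over 20% in size; some results filed as inactive show a strong effect at the top dose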
#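 AmpC (5.3 nM in the dispensed reagent) in 20 mM phosphate pH 7.0 with 0.01% (detergent screen) or 0.0001% Triton X-100 was preincubated with compounds for 15 min at room temperature. Nitrocefin was then added from an 800 uM solution, and hydrolysis was followed at 480 nm.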
# LmPK inh: blocks Leishmania mexicana pyruvate kinase activity | Q27686 | purified LmPK, Kinase-Glo ATP luminescence, 1 h | Potency, µM (titrated, usually from 57.5 µM), inactives show top-dose activity change, negative = inhibition, hits mostly inhibitors | hit rate 0.37% among 290,000 | AID 1721; also: potency is read from the fitted curve at half-maximal effect
# Target sequence (Q27686 whole entry, looked up): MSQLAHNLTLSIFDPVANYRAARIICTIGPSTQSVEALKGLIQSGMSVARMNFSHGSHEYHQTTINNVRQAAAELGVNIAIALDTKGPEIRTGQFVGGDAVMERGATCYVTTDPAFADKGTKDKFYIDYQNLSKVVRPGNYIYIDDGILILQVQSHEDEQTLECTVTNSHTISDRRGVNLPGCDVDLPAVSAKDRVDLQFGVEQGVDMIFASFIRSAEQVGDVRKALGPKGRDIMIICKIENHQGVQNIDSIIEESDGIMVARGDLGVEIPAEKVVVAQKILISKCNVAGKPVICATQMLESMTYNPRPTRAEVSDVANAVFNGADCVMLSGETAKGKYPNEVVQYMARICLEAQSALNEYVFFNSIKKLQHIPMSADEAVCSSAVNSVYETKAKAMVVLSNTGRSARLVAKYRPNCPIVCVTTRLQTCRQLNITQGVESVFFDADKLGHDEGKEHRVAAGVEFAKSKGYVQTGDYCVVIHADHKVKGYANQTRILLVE
#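 Purified LmPK (0.1 nM) with 0.5 mM PEP and 0.1 mM ADP in imidazole buffer pH 7.2 with MgCl2/KCl, 1 h at room temperature. ATP formed was read by luciferase luminescence and normalized to no-enzyme and uninhibited controls.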
# * = called active by the depositor; ? = inconclusive; / = not tested or not shown; [ ] = dose if it differs, or a comment. Unless noted, calls follow the shape of the dose curve; as a rule, active = well fitted curve in the direction sought with a large enough effect; inconclusive = small, poorly fitted or top-dose-only effect, or another doubt; inactive = no such curve, though single readings can be large; an effect the other way counts as inactive or inconclusive. Unless noted, % is scaled to controls: 0 for no effect and ±100 for the full control effect.
# Screens in order: TbPYK inhibitor	HCMV inh	AMA1-RON2 inh	AmpC detergent	Sm TGR block	AmpC no deterg	LmPK inh
Cc1cccc(NS(=O)(=O)c2cc3c4c(c2)C(C)C(=O)N4CCC3)c1 (stereo not drawn)
→ -2.9%	-1.0	-8.7%	-0.1%	-0.8%	-20.9%	9.0%
COC(=O)Cn1c(C)c(C(C)=O)c(C(C)=O)c1C
→ -9.6%	-21.3	-1.5%	-12.2%	0.8%	-4.8%	-0.3%
COc1ccc([N+](=O)[O-])cc1N(CC(=O)N1CCN(Cc2ccccc2)CC1)S(C)(=O)=O
→ -17.6%	37.2	-19.8%	-4.4%	7.3%	-6.1%	1.4%
COc1c(C)cc(Br)cc1C(=O)Nc1ccc(N2CCN(S(C)(=O)=O)CC2)cc1
→ 4.5%	-15.0	-2.9%	-11.0%	-6.0%	6.2%	4.8%
O=C(OCC(=O)N1CCCC1)c1ccccc1O
→ -1.1%	-26.3	2.6%	-3.6%	0.1%	-24.4%	-8.8%
Cc1c([N+](=O)[O-])cnc(Sc2ccccc2)c1[N+](=O)[O-]
→ 3.6%	-99.4*	?	/	/	/	/
COc1cccc(C(=O)NCCS(=O)(=O)N2CCCCC2)c1
→ -0.9%	51.8	2.3%	?	0.9%	-6.7%	/
CS(=O)(=O)c1cccc(C(=O)OCC(=O)NC(=O)Nc2ccccc2F)c1
→ 2.3%	-38.3	-9.1%	/	/	-17.0%	/
O=[N+]([O-])c1nn(-c2ccc3c(c2)OCCO3)n(O)c1=NCc1ccccc1Cl
→ 1.0%	29.1	-16.7%	?	2.7%	-14.7%	-5.6%
CC1CC(C)CN(S(=O)(=O)c2ccc(C(C)(C)C)cc2)C1 (stereo not drawn)
→ 1.1%	-23.4	0.0%	-1.6%	/	-21.0%	-0.3%

# Retrieved by compound from the entries so far (three):
# Screens in order: TbPYK inhibitor	HCMV inh	AMA1-RON2 inh	AmpC detergent	Sm TGR block	AmpC no deterg	LmPK inh
COC(=O)Cn1c(C)c(C(C)=O)c(C(C)=O)c1C
→ -9.6%	-21.3	-1.5%	-12.2%	0.8%	-4.8%	-0.3%
CS(=O)(=O)c1cccc(C(=O)OCC(=O)NC(=O)Nc2ccccc2F)c1
→ 2.3%	-38.3	-9.1%	/	/	-17.0%	/
Cc1c([N+](=O)[O-])cnc(Sc2ccccc2)c1[N+](=O)[O-]
→ 3.6%	-99.4*	?	/	/	/	/

# More results.
# Screens in order: TbPYK inhibitor	HCMV inh	AMA1-RON2 inh	AmpC detergent	Sm TGR block	AmpC no deterg	LmPK inh
Cc1ccc(CS(=O)Cc2ccc(C(=O)NCCc3ccccc3)o2)cc1 (stereo not drawn)
→ -2.9%	-28.9	6.9%	1.1%	-24.1%	51.7%	0.8%
CCOc1ccc(C(=O)Nc2nc(C)cc(C)n2)cc1[N+](=O)[O-]
→ -4.3%	1.9	-7.6%	2.8%	-5.0%	-11.2%	0.0%
O=C(O)C1C(c2ccccc2)=C1c1ccc(Br)cc1 (stereo not drawn)
→ -11.1%	-9.5	0.0%	/	/	/	/
CSCC[C@H](NC(=O)Cc1c(C)c2c(cc(C)c3c(C)c(C)oc32)oc1=O)C(=O)O
→ 6.3%	-22.0	-2.6%	-0.3%	-34.8%	-24.8%	-1.1%
CCOC(=O)C1CCN(C(=O)C(C)N(c2ccc(Oc3ccccc3)cc2)S(C)(=O)=O)CC1 (stereo not drawn)
→ -2.4%	5.4	-7.4%	8.8%	0.6%	187.4%[activator]	7.8%
C[C@H](CO)N1C[C@H](C)[C@@H](CN(C)C)Oc2c(NC(=O)C3CC3)cccc2C1=O
→ -1.2%	-21.5	8.3%	/	/	-12.9%	/
Cc1c(Cl)cccc1NC(=O)c1oc2ccc(S(=O)(=O)N3CCC4(CC3)OCCO4)cc2c1C
→ 0.0%	?	/	6.7%	-2.6%	/	/
COc1ccc(NS(=O)(=O)c2ccc3oc(SC4CCOC4=O)nc3c2)cc1 (stereo not drawn)
→ -8.2%	181.6	6.4%	?	-1.2%	-4.4%	15.4%
COc1ccc(OC)c2[nH]c(=O)c(CCNC(=O)Cc3cccs3)cc12
→ -0.1%	-12.3	-14.0%	0.9%	-0.1%	-10.1%	1.4%[11.5 µM]
CC(=O)N1CCc2cc(Br)cc(S(=O)(=O)NCC3CCCO3)c21 (stereo not drawn)
→ 1.5%	-1.2	-10.1%	-0.2%	5.8%	0.6%	7.7%
O=C(CCCO)NC1Cc2ccccc2C1
→ 0.2%	19.1	15.7%	5.1%	5.1%	-5.1%	3.3%
O=C(Nc1ccc(N2CCN(C(=O)c3ccco3)CC2)c(Cl)c1)c1c(F)c(F)c(F)c(F)c1F
→ -9.8%	-33.3	-2.1%	?	-15.4%	-11.9%	2.4%
O=C1Cc2ccccc2N1c1c(Cl)cccc1Cl
→ -1.2%	-28.8	-0.4%	-1.2%	-1.3%	-20.1%	-2.3%
Cc1c(NC(=O)c2ccc(Br)o2)cccc1-c1nc2ccccc2o1
→ 0.4%	-21.7	/	2.9%	0.1%	/	/
COc1ccc(-c2cn(CCN)c(-c3ccncc3)n2)cc1
→ -1.2%	3.0	14.4%	-0.3%	-17.4%	-13.9%	/
O=C(CCS(=O)(=O)c1ccc(Cl)cc1)Nc1ccc(N2CCOCC2)cc1
→ 0.2%	-25.6	-19.6%	2.6%	?	-6.6%	-2.9%
C=C(C)c1cccc(C(C)(C)NC(=O)N2CC(C)OC(C)C2)c1 (stereo not drawn)
→ 2.1%	20.5	23.5%	?	?	17.3%	4.2%
COc1cccc(/C=C/C(=O)OCC(=O)N2c3ccccc3CC2C)c1OC (stereo not drawn)
→ -3.3%	-8.4	-11.2%	-11.0%	0.6%	-44.5%	/
CCc1ccccc1NC(=O)CSc1n[nH]c(-c2cccnc2)n1
→ -2.0%	-34.2	0.0%	-7.0%	1.8%	-11.2%	3.2%
O=C(NC1CCN(Cc2ccccc2)CC1)C(NS(=O)(=O)c1cccc2nsnc12)c1ccccc1 (stereo not drawn)
→ 1.3%	-20.3	6.8%	0.2%	4.0%	11.6%	0.1%
CN1C(C(=O)NCc2cccc(Br)c2)CC2Cn3c(nc4cc5ccccc5cc43)C21 (stereo not drawn)
→ -4.5%	-20.1	-4.9%	-2.4%	-10.9%	130.1%[activator]	-1.8%
N#Cc1cccc(-c2cn(S(=O)(=O)c3ccc(Cl)cc3)nc2N)c1
→ -3.2%	?	-2.0%	-9.4%	1.3%	-58.8%	0.7%
ON=C1c2cc(OCCN3CCCCC3)ccc2-c2ccc(OCCN3CCCCC3)cc21
→ -1.1%	/	-7.7%	-1.8%	-21.5%	-3.9%	-1.5%
COc1ccc(C(CCN)Cc2ccccc2)cc1 (stereo not drawn)
→ -1.2%	7.7	-9.3%	2.8%	/	23.2%	0.5%
O=[N+]([O-])c1ccc(OCCn2cnc3ccccc32)cc1
→ -14.8%	-9.7	1.6%	?	0.9%	2.8%	-1.4%
COc1ccc(CNc2nc3ccccc3n2C(C)C)c(O)c1
→ -1.9%	-20.3	-11.5%	-11.5%	-9.1%	-16.7%	14.3%
CC1(C)CN=C(N(Cc2ccccc2)C(=O)Nc2ccccc2)S1
→ -5.3%	?	9.8%	5.3%	2.5%	-29.5%	-1.8%
C[C@H]1CN([C@@H](C)CO)C(=O)c2cccc(NC(=O)c3nc4ccccc4s3)c2O[C@H]1CN(C)C(=O)Nc1ccc(F)cc1
→ 0.0%	-4.0	-10.5%	/	/	215.9%[activator]	/
COc1ccc(C(=O)c2c(-c3ccc(OC)cc3)oc3ccc(-c4ccc(OC)nc4)cc23)cc1
→ 6.1%	-11.5	11.0%	/	/	/	/
O=C1CCCC(=O)C1=Cc1c[nH]c2ccccc12
→ -27.5%	58.3	-1.0%	-9.2%	-22.4%	-58.3%	-1.1%
O=C(NCc1cccs1)c1ccc(CSc2nc3cccnc3n2Cc2ccccc2)cc1
→ -0.6%	-11.1	/	-5.1%	2.1%	/	/
COc1ccc(CCNC(=O)c2ccc(Cn3c(=O)[nH]c4cc(OC)c(OC)cc4c3=O)cc2)cc1OC
→ 4.2%	2.6	/	6.5%	11.3%	/	/
CC1(C(=O)NS(=O)(=O)c2ccccc2)CCN1C(=O)Cc1ccccc1 (stereo not drawn)
→ -2.8%	16.6	7.4%	/	/	/	/
Cc1ccc(Cn2nc(C)c(C(=O)NCC(c3ccc(F)cc3)N3CCOCC3)c2Cl)cc1 (stereo not drawn)
→ -19.3%	0.0	-3.0%	-1.9%	2.4%	261.0%[activator]	/
COc1ccc(CNC(=O)CN(C)Cc2ccc(C(C)(C)C)cc2)cc1
→ 6.9%	1.4	-27.3%	-1.1%	-3.3%	86.5%[activator]	-12.1%
COc1ccc(-c2c(-c3ccsc3)oc3ccc(N4CCOCC4)cc23)cn1
→ -6.1%	-6.7	?	/	/	/	/
O=C(Nc1ccc(F)c(Cl)c1)C1CC(=O)N(Cc2ccco2)C1 (stereo not drawn)
→ -0.5%	8.9	-8.5%	5.7%	-7.1%	-4.1%	/
O=c1cc(CO)occ1OCc1cccc(C(F)(F)F)c1
→ /	6.4	5.9%	-2.7%	1.0%	-1.4%	-0.5%
CCOc1ccccc1NC1=NC2CS(=O)(=O)CC2S1 (stereo not drawn)
→ -0.1%	11.4	-11.5%	13.2%	4.9%	-14.0%	5.7%
CCOc1ccc(C(C)=O)cc1Cn1ccsc1=N
→ 0.1%	51.0	3.9%	-2.9%	-2.2%	-16.9%	3.8%
C=CCOc1c(CNc2ccc(C(=O)O)cc2)cccc1OC
→ -8.1%	3.1	1.0%	-11.9%	-0.7%	-7.0%	0.4%
CCc1ccc(N(C(=O)c2csnn2)C(C(=O)NC(C)(C)C)c2ccccn2)cc1 (stereo not drawn)
→ -8.8%	-3.4	22.7%	0.4%	-9.0%[57.1 µM]	24.3%	-13.5%
CC(=O)Nc1ccc(S(=O)(=O)N(C)CC(=O)OC(C)C(=O)NC2(C#N)CCCCC2)cc1 (stereo not drawn)
→ 0.4%	-17.5	-13.6%	/	/	/	/
CCCCCC(=O)N1C[C@H](O)[C@@H](n2cc(COC(=O)c3ccccc3)nn2)C[C@@H]1c1ccc(OC)cc1
→ -7.1%	-17.8	-1.0%	/	/	/	/
COC(=O)c1ccc2c(c1)nc(C)n2CCO
→ -7.8%	46.5	5.7%	-3.2%	0.8%	?	-0.1%
Cc1cccc(Nc2ccccc2C(=O)OCC(=O)N2CCOCC2)c1C
→ -4.0%	-16.5	-4.6%	-0.7%	13.9%	160.6%[activator]	1.2%
